Tcruzi prolif: blocks T. cruzi growth in NIH3T3 culture; T. cruzi beta-gal in NIH3T3, GalScreen luminescence, 90 h; inhibition, % at 8.34 µM; 77,000 compounds, 5.9% hits;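 active = mean inhibition above about 93%, with at least 55% of replicates each passing it, limit read from the data, passing the limit was not always enough; inconclusive = only one of those two conditions holds; inactive = neither condition holds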
C diff growth: inhibitors of Clostridium difficile growth; Clostridium difficile clinical isolate growth, OD600, 24 h; active compounds read low; growth activity, negative = inhibition, % at 16 µg/mL (by protocol); 86,000 compounds, 0.25% hits; AID 1259249;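 active = mean growth activity at or below -80% and every replicate also at or below -80%; inconclusive = mean at or below -80% but some replicate above -80%; inactive = mean growth activity above -80%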;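 also: 0% = DMSO wells and -100% = levofloxacin 16 µg/mL wells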
KDM4C inh: blocks human GASC-1 (KDM4C) demethylase activity; inhibition, % at 12.5 µM; GST-KDM4C 2-372, H3K9me3 peptide, LANCE TR-FRET; 96,000 compounds, 0.15% hits; Q9H3R0;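 active = mean replicate inhibition above about 25%, with at least 55% of replicates also reaching it, limit read from the data, passing the limit was not always enough; inconclusive = only one of those two conditions met; inactive = neither condition met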
Target sequence (Q9H3R0 2-372 limits assumed): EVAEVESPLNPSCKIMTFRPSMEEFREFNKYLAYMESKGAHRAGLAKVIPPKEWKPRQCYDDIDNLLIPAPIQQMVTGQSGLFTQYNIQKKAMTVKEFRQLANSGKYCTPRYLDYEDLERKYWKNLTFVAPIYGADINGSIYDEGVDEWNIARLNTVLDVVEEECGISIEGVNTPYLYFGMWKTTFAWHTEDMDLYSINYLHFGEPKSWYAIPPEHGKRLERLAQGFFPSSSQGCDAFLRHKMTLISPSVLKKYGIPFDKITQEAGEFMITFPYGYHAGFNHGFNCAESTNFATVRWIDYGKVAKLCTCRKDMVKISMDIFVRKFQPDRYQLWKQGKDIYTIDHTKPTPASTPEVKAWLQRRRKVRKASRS
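Material: GST-tagged GASC-1 (JMJD2C) catalytic fragment, aa 2-372 / Quantity: enzyme final amount 10 nM / Medium: HEPES buffer, pH 7.5, plus ascorbate / Doses: one test concentration per compound / Incubation: 30 min reaction, 60 min detection, RT / Measured by: LANCE TR-FRET / Read-out: inhibition from TR-FRET ratio decrease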
Pf Dd2 inh: blocks growth of Plasmodium falciparum Dd2 parasites; P. falciparum Dd2 growth, SYBR Green, 72 h; active compounds read low; activity change, % at 10 µM; 94,000 compounds, 2.3% hits; in the data active = activity change below about -80%; inconclusive = no clear call, values can overlap the other calls
Starred values were filed as active, the others as inactive; ? = inconclusive; · = not tested or not shown; & = joins results of further samples.

SMILES	Tcruzi prolif	C diff growth	KDM4C inh	Pf Dd2 inh
O=C(Nc1ccccc1)N[C@@H]1CC[C@H](CCNS(=O)(=O)c2cccc(F)c2)O[C@H]1CO	33.3	-6.5	1.8	-13.2
C[C@H]1CCCCO[C@H](CN(C)Cc2ccncc2)[C@@H](C)CN([C@@H](C)CO)C(=O)c2cc(NC(=O)NC3CCCCC3)ccc2O1	11.3	-0.9	-0.4	2.9
COCC#Cc1ccc([C@@H]2[C@@H](CO)N3CCCCN(Cc4cccnc4)C[C@@H]23)cc1	43.8	-3.8	-1.0	3.9
O=C(C[C@@H]1C=C[C@@H](NS(=O)(=O)c2cccc(F)c2)[C@H](CO)O1)NCc1ccc2c(c1)OCO2	·	-7.1	-1.1	-4.6
CNC(=O)C[C@@H]1CC[C@@H]2[C@H](COC[C@@H](O)CN2C(=O)Nc2ccc(Cl)c(Cl)c2)O1	29.4	-15.8	-0.5	-17.4
C[C@H](CO)N1C[C@H](C)[C@@H](CN(C)C(=O)NC2CCCCC2)Oc2c(NC(=O)C3CC3)cccc2C1=O	6.2	3.9	-1.6	29.0
O=C(c1cnccn1)N1CC(=O)N2[C@H](C1)[C@H](c1ccc(/C=C/c3ccccc3)cc1)[C@@H]2CO	·	-5.0	-1.1	2.4
CNC[C@H]1Oc2ccc(NS(=O)(=O)c3ccc(Cl)cc3)cc2C(=O)N([C@H](C)CO)C[C@@H]1C	·	4.4	-0.5	7.6
CO[C@@H]1CN(C)C(=O)c2ccc(NS(=O)(=O)c3cn(C)cn3)cc2OC[C@@H](C)N(C)C[C@@H]1C	3.7	·	2.3	10.9
N#Cc1cccc(-c2ccc(C3[C@H]4CNC[C@@H]3N4C(=O)Nc3ccc(F)cc3)cc2)c1 (some centres not stated)	·	6.8&3.3	0.1&3.2	-1.5&9.6
COc1ccc(NC(=O)N[C@@H]2C=C[C@H](CC(=O)NC3CCCCC3)O[C@@H]2CO)cc1	20.4	·	-0.5	-7.4
CC(=O)N(C)C[C@H]1Oc2cc(Br)ccc2S(=O)(=O)N([C@H](C)CO)C[C@H]1C	-1.6	6.1	0.6	17.5
C[C@@H]1CN([C@@H](C)CO)C(=O)c2cc(NC(=O)NC3CCCCC3)ccc2O[C@@H](C)CCCCO[C@H]1CN(C)Cc1ccc(Cl)c(Cl)c1	89.2	-2.4	0.3	-34.4
CCC(=O)N1[C@@H](CO)[C@@H](c2ccccc2)[C@@H]1CN(CC)C(=O)NC1CCCC1	56.1	2.9	3.1	-72.9
C[C@H](CO)N1C[C@H](C)[C@@H](CN(C)C(=O)Cc2ccccn2)Oc2ncc(C#C[C@@H](C)O)cc2C1=O	-45.4	-3.1	0.5	44.5
C[C@@H]1CN([C@@H](C)CO)C(=O)c2cc(NC(=O)Nc3ccc(C(F)(F)F)cc3)ccc2O[C@@H]1CN(C)Cc1ccc(Oc2ccccc2)cc1	74.0	·	-3.9	-68.6
COc1ccc(CN(C)C[C@@H]2Oc3ccc(NC(=O)Nc4ccc(C(F)(F)F)cc4)cc3CC(=O)N([C@@H](C)CO)C[C@@H]2C)cc1	50.9	46.9	-1.0	16.6
CO[C@@H]1CC[C@@H]2CCN(C)C(=O)[C@@H](C)[C@H](OC)CN(C)C(=O)c3cc(C#N)ccc3OC[C@@H]1O2	14.2	·	-2.6	31.7
O=C(C[C@H]1C=C[C@H](NC(=O)c2ccc(F)cc2)[C@H](CO)O1)NCc1ccncn1	22.0	12.2	0.5	3.5
COCC(=O)Nc1ccc2c(c1)OC[C@@H](C)N(C(=O)c1ccncc1)C[C@H](C)[C@H](OC)CN(C)C2=O	-8.6	·	2.6	-14.0

Some of these compounds in order of their number in C diff growth, falling.
molecule	C diff growth	KDM4C inh	Pf Dd2 inh
CC(=O)N(C)C[C@H]1Oc2cc(Br)ccc2S(=O)(=O)N([C@H](C)CO)C[C@H]1C	6.1	0.6	17.5
CNC[C@H]1Oc2ccc(NS(=O)(=O)c3ccc(Cl)cc3)cc2C(=O)N([C@H](C)CO)C[C@@H]1C	4.4	-0.5	7.6
C[C@H](CO)N1C[C@H](C)[C@@H](CN(C)C(=O)NC2CCCCC2)Oc2c(NC(=O)C3CC3)cccc2C1=O	3.9	-1.6	29.0
C[C@H](CO)N1C[C@H](C)[C@@H](CN(C)C(=O)Cc2ccccn2)Oc2ncc(C#C[C@@H](C)O)cc2C1=O	-3.1	0.5	44.5

Remaining list, next part
SMILES	Tcruzi prolif	C diff growth	KDM4C inh	Pf Dd2 inh
CN(C)CC(=O)Nc1ccc2c(c1)[C@H]1C[C@@H](CC(=O)N(C)C)O[C@H](CO)[C@H]1O2	29.8	3.1	0.0	26.0
CCCNC(=O)C[C@@H]1CC[C@@H]2[C@H](COC[C@@H](O)CN2C(=O)c2ccccn2)O1	16.3	·	0.6	6.8
CCS(=O)(=O)Nc1ccc2c(c1)C(=O)N(C)[C@@H]1CC[C@H](CC(=O)NC3CCCCC3)O[C@@H]1CO2	-8.6	2.9	-1.3	5.2
CO[C@@H]1CN(C)C(=O)c2cc(NC(=O)Cc3ccccc3)ccc2OC[C@@H](C)N(CC2CC2)C[C@@H]1C	-94.7	8.6	1.1	13.1
COc1ccc(S(=O)(=O)Nc2ccc3c(c2)C(=O)N([C@@H](C)CO)C[C@@H](C)[C@H](CN(C)S(=O)(=O)c2ccc(C)cc2)O3)cc1	14.4	2.1	-0.6	2.2
Cc1ccc(S(=O)(=O)Nc2ccc3c(c2)CC(=O)N([C@@H](C)CO)C[C@H](C)[C@H](CN(C)C(=O)Nc2ccc(C(F)(F)F)cc2)O3)cc1	-4.4	-8.6	-3.3	-7.3
COc1ccc(NC(=O)Nc2ccc3c(c2)CC(=O)N([C@H](C)CO)C[C@@H](C)[C@@H](CN(C)Cc2ccc(Cl)c(Cl)c2)O3)cc1	83.0	5.4	-1.4	-2.0
C[C@H]1CN([C@@H](C)CO)C(=O)c2cc(-c3ccccc3F)cnc2O[C@H]1CN(C)Cc1cccc(C(=O)O)c1	45.6	2.7	0.9	28.4
CC(C)NC(=O)N(C)C[C@H]1Oc2ccc(NC(=O)c3ccncc3)cc2C(=O)N([C@@H](C)CO)C[C@@H]1C	-24.0	-2.6	-2.0	5.6
C[C@H]1CN([C@@H](C)CO)C(=O)c2cccc(NS(C)(=O)=O)c2O[C@H]1CN(C)CC1CC1	49.8	3.0	0.2	-5.0
O=C(C[C@H]1CC[C@H](NC(=O)Nc2ccccc2)[C@H](CO)O1)NCc1cccc(F)c1	·	-3.2	-0.7	8.3
CCCC(=O)Nc1ccc2c(c1)C(=O)N(C)C[C@@H](OC)[C@H](C)CN(Cc1ccncc1)[C@@H](C)CO2	4.4	·	8.2	·
Cc1ccc(S(=O)(=O)Nc2ccc3c(c2)C(=O)N([C@H](C)CO)C[C@H](C)[C@H](CN(C)C(=O)Nc2cccc4ccccc24)O3)cc1	37.9	10.7	-2.2	-61.7
O=C(C[C@H]1CC[C@H]2[C@@H](COC[C@H](O)CN2Cc2ccc(Cl)cc2)O1)Nc1nccs1	80.6	5.7	-1.1	-27.4
CCCNC(=O)C[C@@H]1CC[C@H]2[C@@H](COC[C@H](O)CN2C(=O)Nc2cccc(Cl)c2)O1	·	72.5&-17.8	1.8	-16.2
COc1ccccc1-c1ccccc1[C@@H]1[C@@H](C#N)N(C(=O)C2CCC2)[C@@H]1CO	·	-3.6	-1.2	30.7
C[C@@H]1CCCCO[C@H](CN(C)S(=O)(=O)c2ccccc2)[C@@H](C)CN([C@@H](C)CO)C(=O)c2cc(NC(=O)c3ccncc3)ccc2O1	·	1.7	0.5	-40.4
CCNC(=O)C[C@H]1CC[C@H](NS(=O)(=O)c2ccc(C)cc2)[C@H](CO)O1	58.3	-0.5	-0.9	-3.0
CO[C@@H]1CN(C)C(=O)c2cc(NC(C)=O)ccc2OC[C@H](C)N(Cc2nccs2)C[C@H]1C	-49.8	0.0	-0.6	13.0
O=C(Nc1ccccc1F)N[C@@H]1CC[C@@H](CCNC(=O)C2CCCCC2)O[C@@H]1CO	-51.5	·	-2.7	-40.9
CCC(=O)NC[C@H]1[C@H](c2ccc(C3=CCCC3)cc2)[C@H](CO)N1C(C)=O	23.2	4.5	-1.0	0.4
COC(=O)C[C@H]1C[C@H]2c3cc(NC(=O)c4ccc5c(c4)OCO5)ccc3O[C@H]2[C@H](CO)O1	45.9	0.2	0.0	17.6
O=C(NC1CCCCC1)[C@H]1[C@H](CO)[C@H]2Cn3c(cccc3=O)[C@H]2N1CCc1ccccc1	75.3	0.3	3.7	-3.8
C[C@H](CO)N1C[C@H](C)[C@@H](CN(C)C(=O)c2ccncc2)Oc2ncc(C3=CCCCC3)cc2C1=O	12.5	-5.5	1.1	20.5
C[C@H](CO)N1C[C@H](C)[C@@H](CN(C)C(=O)NC2CCCCC2)OCCCC[C@H](C)Oc2ccc(NC(=O)C3CCCCC3)cc2C1=O	87.4	-0.8	-0.3	-17.5
C[C@@H]1CN([C@@H](C)CO)C(=O)c2c(c3ccccc3n2C)-c2ccccc2CO[C@H]1CN(C)C(=O)c1ccc(F)cc1	-12.6	·	3.6	-51.6
O=C(N[C@@H]1C=C[C@H](CC(=O)N2CCOCC2)O[C@H]1CO)c1ccc2c(c1)OCO2	1.6	0.0	0.0	8.7
C[C@@H]1CN([C@H](C)CO)S(=O)(=O)c2ccc(C#CC3CC3)cc2O[C@H]1CN(C)C(=O)c1cccc(F)c1	·	22.6	-0.5	-46.2
CC(C)NC(=O)N(C)C[C@H]1OCCCC[C@@H](C)Oc2ccc(NS(=O)(=O)c3ccc(Cl)cc3)cc2C(=O)N([C@@H](C)CO)C[C@H]1C	78.1	6.5	-1.3	·
CN1C(=O)c2cc(NC(=O)c3cnccn3)ccc2OC[C@@H]2O[C@H](CC(=O)O)CC[C@H]21	27.9	3.7	0.8	-4.0
C[C@@H]1CN([C@H](C)CO)C(=O)CCCn2cc(nn2)CO[C@H]1CN(C)C(=O)c1ccc2ccn(C)c2c1	?	2.8&0.4	0.2	0.6&-4.7
CO[C@@H]1CN(C)C(=O)c2ccc(NC(=O)C3CCCC3)cc2OC[C@@H](C)N(C)C[C@@H]1C	-4.7	·	0.7	·
CN1CCN(C(=O)C[C@@H]2CC[C@@H]3[C@H](COc4ccc(NC(=O)c5cscn5)cc4C(=O)N3C)O2)CC1	-6.2	1.2	1.8	-0.8
C[C@@H]1CN([C@H](C)CO)C(=O)c2cc(NC(=O)CCCCCC(=O)Nc3ccccc3N)ccc2O[C@@H](C)CCCCO[C@@H]1CN(C)C(=O)C1CCCCC1	92.3	-5.4	-1.1	-72.3
COc1cccc(NC(=O)Nc2ccc3c(c2)C(=O)N(C)C[C@@H](OC)[C@H](C)CN(CC2CC2)[C@H](C)CO3)c1	-9.4	·	2.0	-73.8
CC=Cc1ccc2n(c1=O)C[C@H]1[C@H](CO)[C@@H](C(=O)N[C@H](C)c3ccccc3)[C@@H]2N1Cc1cccnc1 (mixture of isomers)	65.4	1.3	-1.1	2.3
CCC(=O)N1[C@@H]2CN(C(=O)NC(C)C)c3ccccc3[C@@H]2[C@@H]1CO	-6.3	-2.4	2.3	-6.5
C[C@@H]1CN([C@H](C)CO)C(=O)c2cccc(NC(=O)c3ccncc3)c2O[C@@H]1CN(C)C(=O)Nc1ccc(F)cc1	39.4	-3.1	-0.2	-18.3
CC(C)NC(=O)Nc1cccc2c1O[C@@H](CN(C)S(=O)(=O)c1cccs1)[C@@H](C)CN([C@@H](C)CO)C2=O	-10.8	0.4	-1.0	1.5
CN(C[C@@H]1[C@H](c2ccccc2)[C@H](CO)N1C(=O)c1ccccc1)C(=O)C1CC1	-6.8	7.4	-0.1	2.2

Given as labelled records: 2 of the compounds above
> CO[C@@H]1CN(C)C(=O)c2ccc(NC(=O)C3CCCC3)cc2OC[C@@H](C)N(C)C[C@@H]1C
  Tcruzi prolif: -4.7; C diff growth: ·; KDM4C inh: 0.7; Pf Dd2 inh: ·
> CN1CCN(C(=O)C[C@@H]2CC[C@@H]3[C@H](COc4ccc(NC(=O)c5cscn5)cc4C(=O)N3C)O2)CC1
  Tcruzi prolif: -6.2; C diff growth: 1.2; KDM4C inh: 1.8; Pf Dd2 inh: -0.8

New compounds follow:
SMILES	Tcruzi prolif	C diff growth	KDM4C inh	Pf Dd2 inh
C[C@@H]1CN([C@@H](C)CO)C(=O)c2cc(NC(=O)Nc3ccc4c(c3)OCO4)ccc2O[C@@H](C)CCCCO[C@@H]1CN(C)Cc1ccc2c(c1)OCO2	·	·	0.1	?
Cc1noc(C)c1S(=O)(=O)Nc1ccc2c(c1)CC(=O)N([C@H](C)CO)C[C@@H](C)[C@@H](CN(C)C(=O)Nc1ccc(C(F)(F)F)cc1)O2	12.0	-9.8	-0.7	7.4
C[C@@H]1CN([C@H](C)CO)S(=O)(=O)c2ccc(-c3cncnc3)cc2O[C@H]1CN(C)C(=O)NC1CCCC1	-57.9	0.9	0.2	27.0
C[C@H]1CCCCO[C@H](CN(C)C(=O)Nc2ccc(C(F)(F)F)cc2)[C@@H](C)CN([C@@H](C)CO)C(=O)c2cc(NC(=O)c3ccncc3)ccc2O1	89.3	18.9	-2.5	-51.9

Assay outcomes as filed in PubChem.
